TRPC4 act = TRPC4 (mouse) channel activation; Q9QUQ5; HEK293 TRPC4beta/mu-opioid, Fluo4 calcium fluorescence; active compounds read high; B-score at 10 µM; actives 0.49% (n = 310,000); AID 2237;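 active means B-score above 5 SD of library B-scores, and initial fluorescence ratio not above library mean plus 5 SD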;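 further: positive B-score marks a calcium rise read as TRPC4 activation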
Target sequence (Q9QUQ5 whole entry, looked up): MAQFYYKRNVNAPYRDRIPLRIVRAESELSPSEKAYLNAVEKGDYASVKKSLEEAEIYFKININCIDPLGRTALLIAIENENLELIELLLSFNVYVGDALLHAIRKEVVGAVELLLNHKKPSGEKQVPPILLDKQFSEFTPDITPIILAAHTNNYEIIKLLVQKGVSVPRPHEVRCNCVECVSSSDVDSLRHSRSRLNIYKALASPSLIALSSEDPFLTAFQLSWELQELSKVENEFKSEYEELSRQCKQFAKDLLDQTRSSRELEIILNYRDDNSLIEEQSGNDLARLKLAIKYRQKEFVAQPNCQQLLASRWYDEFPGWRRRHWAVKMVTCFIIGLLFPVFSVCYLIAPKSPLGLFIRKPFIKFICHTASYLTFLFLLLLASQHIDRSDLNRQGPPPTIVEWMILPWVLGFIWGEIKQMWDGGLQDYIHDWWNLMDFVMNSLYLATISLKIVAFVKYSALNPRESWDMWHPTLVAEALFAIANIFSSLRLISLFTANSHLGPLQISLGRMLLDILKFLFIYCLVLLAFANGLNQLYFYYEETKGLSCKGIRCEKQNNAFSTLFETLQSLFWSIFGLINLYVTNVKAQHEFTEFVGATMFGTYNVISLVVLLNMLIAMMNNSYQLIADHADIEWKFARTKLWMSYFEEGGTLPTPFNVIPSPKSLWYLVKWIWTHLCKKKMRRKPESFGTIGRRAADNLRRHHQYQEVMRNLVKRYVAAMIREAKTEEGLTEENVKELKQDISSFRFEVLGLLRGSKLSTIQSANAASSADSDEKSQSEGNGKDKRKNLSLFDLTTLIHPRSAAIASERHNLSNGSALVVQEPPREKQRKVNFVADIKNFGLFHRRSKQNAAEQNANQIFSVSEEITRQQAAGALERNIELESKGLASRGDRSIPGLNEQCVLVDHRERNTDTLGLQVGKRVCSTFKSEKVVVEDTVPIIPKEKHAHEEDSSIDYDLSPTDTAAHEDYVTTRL
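system = HEK293 cells stably co-expressing mouse TRPC4beta and mu-opioid receptor | schedule = Fluo4 dye loading 45 min at room temperature, 110 s recording | measure = B-scored integrated calcium fluorescence ratio | signal = Fluo4 calcium-sensitive dye fluorescence, kinetic, 1 Hz baseline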
TRPC4 block = inhibitors of mouse TRPC4 channel; Q9QUQ5; HEK293 TRPC4beta/mu-opioid, DAMGO-evoked Fluo4 calcium flux; active compounds read low; B-score at 10 µM; actives 0.39% (n = 300,000); AID 2247;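 active means B-score over 3 SD under the library average, no early fluorescence shift, positive overall ratio signal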
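Assay system: TRPC4beta/mu-opioid receptor HEK293 cell line; compound dosing: single concentration per test compound; detection: Fluo4 Ca2+ flux fluorescence; evaluation: per-well B score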
MrgX1 antag = antagonists of human MrgX1 receptor; Q96LB2; MRGX1-HEK293 calcium flux, Fluo-4, BAM8-22 antagonism; active compounds read low; actives 1.3% (n = 310,000); B-score at 10 µM;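 active means calcium-response B-score plate-corrected more than 3 library SD below zero, starting fluorescence within 5 deviations, no agonist response on first addition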;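 further: peak minus trough fluorescence over baseline after final BAM8-22 challenge near maximal dose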
IEC-6 tox = counter-screen for KLF5 inhibitors: cytotoxicity in IEC-6 cells; IEC-6 cytotoxicity, luminescence viability; inhibition, % at 5 µM; actives 0.78% (n = 290,000); AID 1825; in the data active means inhibition above about 22%;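 further: 0% = plate median of test compound wells and 100% = cytotoxic reference compound wells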
HIF act = HIF pathway transcriptional activation; U2OS HRE-luciferase reporter, luminescence; normalized: DMSO 0%, desferrioxamine 100%; activation, % at 7.5 µM (by protocol); actives 0.32% (n = 300,000);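 active means mean activation of at least 10% of the iron chelator positive control signal, with at least half of replicates also reaching 10%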
TRPC6 activator = activators of mouse TRPC6 channel; actives 0.13% (n = 310,000); HEK293-TRPC6 membrane potential dye fluorescence; active compounds read high; B-score at 10 µM;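 active means B-score of the integrated fluorescence ratio above library mean plus 3 SD, and starting fluorescence ratio within library mean plus 5 SD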;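 further: higher score means more depolarization so channel activation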
TRPC4 potent = TRPC4 (mouse) allosteric potentiation. HEK293 TRPC4beta/mu-opioid, DAMGO EC20, Fluo-4 Ca2+ flux; active compounds read high. B-score at 10 µM. actives 0.42% (n = 310,000). AID 2227;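 active means B-score of calcium response area above 5 SD of library B-scores, with initial fluorescence ratio within 5 SD of library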;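 further: B-score of integrated fluorescence ratio over time as area under calcium response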
KLF5 inhibitor = suppresses KLF5 promoter-driven expression | DLD-1 KLF5 promoter-luciferase reporter, luminescence | actives 0.23% (n = 290,000) | inhibition, % at 5 µM;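 active means inhibition above a per-plate limit of that plate's mean compound inhibition plus 3 SD, cut at about 60% in these data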;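 further: 0% = DMSO wells and 100% = LY294002 at 200 µM; higher means less KLF5 promoter-driven luciferase light; inactives centre near -14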
SKKanGAS inh = SKKanGAS growth inhibition; AID 1662; actives 1.3% (n = 300,000); inhibition, % at 7.5 µM; S. pyogenes SKKanGAS, kanamycin growth, BacTiter-Glo, 6 h;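 active means mean replicate score, as percent of positive control median, at least 50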;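 further: strain carries kanamycin resistance gene driven by streptokinase promoter and grows in 40 µg/ml kanamycin; loss of luminescence reflects streptokinase promoter inhibition or plain growth inhibition; 0% = median of DMSO wells and 100% = positive control at its reference dose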
TRPC6 inhibitor = blocks the mouse TRPC6 cation channel. Q61143. HEK293-TRPC6, membrane potential dye, ACh-evoked depolarization; active compounds read low. B-score at 10 µM. actives 1.1% (n = 310,000). AID 2553;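 active means B-score under library mean minus 3 SD, initial fluorescence not abnormally high, positive integrated signal ratio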;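 further: B-score derived from integrated fluorescence ratio over the kinetic read; more negative B-score means stronger inhibition of depolarization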
aSyn UTR inh = 5' untranslated region of α-synuclein, MLPCN primary screen. alpha-synuclein 5'UTR reporter, inhibitor activity. inhibition, % (tested at 7.5 µM). actives 0.82% (n = 300,000). AID 1813; in the data active means inhibition above about 60%;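 further: H4 neuroglioblastoma cells stably carrying SNCA 5'UTR luciferase fusion; 0% = DMSO wells and 100% = positive control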
* marks the source's active call; other numbers are inactive results; i = inactive; nt = no result given. Not a hit list; 5.8% or so of the library scored in one or more.

SMILES	TRPC4 act	TRPC4 block	MrgX1 antag	IEC-6 tox	HIF act	TRPC6 activator	TRPC4 potent	KLF5 inhibitor	SKKanGAS inh	TRPC6 inhibitor	aSyn UTR inh
Cc1cc(N2CCCC2)nc2ccc(NC(=S)NC(C)C)cc12	i	i	i	4	0.2	i	i	-9	-10	i	-27
CCOC(=O)c1c(C)[nH]c(C2=NNC(=NC3CC3)SC2)c1C	i	i	i	1	2.1	i	i	-44	5	i	-2
O=[N+]([O-])c1ccc(NCCCO)c(S(=O)(=O)N2CCOCC2)c1	i	i	i	2	-0.4	i	i	-6	0	i	18
O=c1[nH]cc(COCC(F)CCl)c(=O)[nH]1 (stereo not drawn)	i	i	i	-2	-0.1	i	i	-41	0	i	-7
CCC(c1nnnn1CCc1ccccc1)N1CCN(C(=O)c2ccco2)CC1 (stereo not drawn)	i	i	i	-6	-0.3	i	i	-2	0	i	11
OC(COCc1ccc2c(c1)OCO2)CN1CCCCC1 (stereo not drawn)	i	i	i	-2	-1.4	i	i	-15	-4	i	-8
CC(=O)Nc1ccc(NC(=O)CN(c2cc(Cl)ccc2Cl)S(C)(=O)=O)cc1	i	i	i	-4	-0.5	i	i	-27	15	i	20
Cc1ccnc(NC(=O)c2cc(-n3cnnc3)ccc2Cl)c1	i	i	i	0	0.1	i	i	5	-1	i	-4
O=C(COC(=O)/C=C/c1ccccc1[N+](=O)[O-])NCC(F)(F)F	i	i	-4.9*	0	-0.5	i	i	-23	-3	i	-29
O=C(NCC(=O)N1CC(O)CC1C(=O)N1CC(O)CC1C(=O)OCc1ccccc1)OCc1ccccc1 (stereo not drawn)	i	i	i	-6	0.1	i	i	-1	2	i	-5
Cc1ccc(C2Nc3ccccc3C(=O)N2CCCN2CCOCC2)cc1 (stereo not drawn)	i	i	i	-4	-0.5	i	i	-12	4	i	13
COc1ccc(CNC(=O)C2CSCCS2)cc1 (stereo not drawn)	i	i	i	0	1.5	i	i	-17	-4	i	6
COc1cc(NC(=O)c2cccs2)ccc1NC(=O)Cc1ccccc1	i	i	i	0	0.1	i	i	-27	19	i	-15
COc1ccccc1C1C2=C(CC(C)(C)CC2=O)N(CC(=O)O)C2=C1C(=O)CC(C)(C)C2	i	i	i	3	-2.6	i	i	-11	-3	i	5
CCOC(=O)c1sc(NC(=O)CCC(=O)O)nc1C	i	i	i	-6	0.1	i	i	-1	-15	i	-4
Cc1ccc(C)c(NC(=S)NNC(=O)c2csc(C)c2)c1	i	i	i	-4	-0.3	i	i	-32	-5	i	11
CCOc1cc(CNc2ncc(-c3ccc(OC)cc3)n2C)ccc1O	i	i	i	-8	-0.9	i	i	-5	1	i	-6
Cc1nn(CC#N)c(=O)n1N(C)c1ncc(C(F)(F)F)cc1Cl	i	i	i	0	0.1	i	i	-23	1	i	-13
Cc1cc(-c2c(C)n([O-])c(C)c(C)[n+]2=O)ccc1F	i	i	i	2	0.8	i	i	-63	-2	i	3
CCc1ccc(Nc2nnc(SCC(=O)N(C)CC(=O)Nc3ccccc3CC)s2)cc1	i	i	i	0	-0.2	i	i	-17	-6	i	-22
COC(=O)C1CN(S(=O)(=O)c2ccc(NC(C)=O)cc2)CCS1 (stereo not drawn)	i	i	i	-2	-0.8	i	i	-2	2	i	-6
Cc1oncc1-c1csc(-c2ccccc2Cl)n1	i	i	i	-2	2.4	i	i	-21	8	i	13
COc1ccc(C(=O)NC(CC(=O)O)c2cc([N+](=O)[O-])ccc2Cl)cc1 (stereo not drawn)	i	i	i	-9	-0.4	i	i	-20	-16	i	10
CC(=O)c1cccc(NC(=O)Cn2cc3c(n2)CCCC3)c1	i	i	i	6	0.0	i	i	-18	-7	i	-4
CCC(=O)N1CCc2cc(S(=O)(=O)N3CCN(c4cc(C)ccc4C)CC3)ccc21	i	i	i	1	-0.6	i	i	-38	-12	i	4
O=C(NCCOC(=O)C1COc2ccccc2O1)c1cccnc1 (stereo not drawn)	i	i	i	-5	-0.2	i	i	-28	0	i	-3
Cc1nnc(NCCc2ccccc2)[nH]c1=O	i	i	i	-2	-0.3	i	i	-29	-9	i	7
COc1ccc(S(=O)(=O)N2CCCCC2)cc1NC(=O)c1ccc2ccccc2n1	i	i	i	9	nt	i	i	-22	4	i	5
O=C1NC[C@H](Cc2ccc(O)cc2)N(CC2CCCCC2)C1=O	i	i	i	nt	-0.2	i	i	nt	1	i	14
COc1ccc(N2CCN(CC(=O)Nc3nnc(-c4ccccc4)s3)CC2)cc1	i	i	i	0	-1.7	i	i	12	20	i	13
COc1ccc(C(=O)n2nc(-c3ccco3)nc2SC)cc1OC	i	i	i	3	-2.9	i	i	-1	3	i	2
O=c1c2ccccc2nc(SCc2ccc([N+](=O)[O-])cc2)n1-c1ccc(Cl)cc1	i	i	i	4	-0.3	i	i	-15	0	i	8
Cc1ccc(S(=O)(=O)[N-]c2nc3ccccc3nc2-[n+]2cc(C)cc(C)c2)cc1	i	i	i	-4	-0.7	i	i	-11	16	i	6
O=C(NCCN1CCN(C(=O)c2ccc(F)cc2)CC1)C(=O)NCc1ccccc1	i	i	i	-12	-0.3	i	i	-18	-10	i	0
CCN(CC)S(=O)(=O)c1ccc(-c2csc(C)n2)cc1	i	i	i	-2	0.5	i	i	-19	-8	i	-25
O=C(O)CSCC(=O)N1CCCN(c2nc3ccc(Cl)cc3s2)CC1	i	i	i	-4	-0.2	i	i	10	3	i	-11
Cc1occc1-c1nnc(SCC(=O)NC2CCCC2)n1C	i	i	i	6	-0.2	i	i	-14	-3	i	3
O=C1/C(=C/c2cccnc2)CC/C1=C\c1cccnc1	i	i	i	0	0.2	i	i	-6	-5	i	-65
Cc1nnc(NC(=O)CSc2nnc(CNC(=O)c3ccc(F)cc3)o2)s1	i	i	i	-6	-0.1	i	i	-27	-3	i	13
O=c1[nH]cnc2sc3c(c12)CCC3	i	i	i	-5	-2.4	i	i	-18	-7	i	-2
CC(C)C(=O)NC(=O)[C@@H]1CCCN1C(=O)/C=C/c1ccccc1	i	i	i	3	0.0	i	i	-23	-1	i	2
O=C(NCC1CCCO1)c1nc(Cn2ccc([N+](=O)[O-])n2)no1 (stereo not drawn)	i	i	i	2	-0.2	i	i	-11	-13	i	-1
Oc1oc(-c2cccc3ccccc23)nc1/C=N/c1nccs1	i	i	i	6	-0.3	i	i	-5	8	i	-33
O=C1C2CC=CCC2C(=O)N1c1cccc(OS(=O)(=O)c2ccc3ccccc3c2)c1 (stereo not drawn)	i	i	i	0	0.4	i	i	-21	4	i	13
O=C(CN(C(=O)c1csnn1)c1ccccc1)NCCc1ccccc1	i	i	i	-5	-0.1	i	i	5	7	i	17
CCN1CCN(S(=O)(=O)c2ccc(Cl)c(C(=O)NC(C)(C)C)c2)CC1	i	i	i	-13	-2.0	i	i	5	-2	i	5
Nc1nc(SCC(=O)N2CCCCC2)[nH]c(=O)c1NC(=O)c1ccccc1F	i	i	i	10	0.0	i	i	-1	3	i	-3
COC(=O)c1ccc(/C=C2\CCn3c2nc2cc(C(=O)O)ccc2c3=O)cc1	i	i	i	-4	0.4	i	i	4	18	i	-13
CCc1ccc(/C=N/NC(=O)c2cc(-c3cccc([N+](=O)[O-])c3)n[nH]2)cc1	i	i	i	2	-0.1	i	i	-6	-10	i	7
Cc1c(C(=O)OCC(=O)N(C)C2CCS(=O)(=O)C2)oc2ccc(Br)cc12 (stereo not drawn)	i	i	i	4	-4.0	i	i	0	-17	i	-6
CCOC(=O)C1(Cc2ccccc2C)CCCN(C(=O)CCc2c(C)noc2C)C1 (stereo not drawn)	i	i	i	4	0.2	i	i	-18	-3	i	-9
O=C(NC1CS(=O)(=O)CC1NCc1ccccc1)c1ccccc1 (stereo not drawn)	i	i	i	0	0.6	i	i	-33	-1	i	0
Cc1cccc2cc(CN(Cc3cccs3)C(=S)NCc3ccco3)c(=O)[nH]c12	i	i	i	0	0.0	i	i	-22	4	i	33
COc1cc(OC)c(C(=O)NC2CCCc3ccccc32)cc1OC (stereo not drawn)	i	i	i	10	-0.1	i	i	-8	2	i	28
CCCNC(=O)c1nnsc1Sc1ccc(Cl)cc1	i	i	i	0	1.6	i	i	-30	-8	i	-36
CCC(=O)Nc1ccc(Cl)c(NC(=O)c2c(OC)cccc2OC)c1	i	i	i	6	-0.1	i	i	17	-6	i	15
CC(=O)Nc1ccn(Cc2c(F)cccc2Cl)n1	i	i	i	-2	0.6	i	i	-31	-1	i	-57
NS(=O)(=O)c1ccc(CCNC(=O)COc2ccc3c4c(c(=O)oc3c2)CCC4)cc1	i	i	i	2	0.2	i	i	-5	0	i	14
Cc1cc2cc3c(cc2nc1SCC(=O)N1CCOCC1)OCO3	i	i	i	4	0.9	i	i	-39	-3	i	-29
CCOc1ccc(NC(=O)c2ccco2)c([N+](=O)[O-])c1	i	i	i	-3	2.6	i	i	-65	-10	i	-131

New compounds follow:
SMILES	TRPC4 act	TRPC4 block	MrgX1 antag	IEC-6 tox	HIF act	TRPC6 activator	TRPC4 potent	KLF5 inhibitor	SKKanGAS inh	TRPC6 inhibitor	aSyn UTR inh
CSc1ccc(C(=O)C2CCCN(C(=O)c3ccsc3)C2)cc1 (stereo not drawn)	i	i	i	9	0.2	i	i	-22	0	i	8
Cc1ccc(S(=O)(=O)NC(C(=O)N2CCOCCOCCOCC2)C(C)C)cc1 (stereo not drawn)	i	i	i	0	-0.1	i	i	-9	10	i	8
Cc1cc(C)cc(NC(=O)CCC(=O)Nc2cc(C)on2)c1	i	i	i	-2	0.1	i	i	-3	0	i	-9
O=C(Nc1ncccn1)c1cc([N+](=O)[O-])cc([N+](=O)[O-])c1	i	i	i	8	-0.6	i	i	-13	-13	i	-16
CCOC(=O)c1ccc(N2C(=O)c3cccc4c(C(=O)O)ccc(c34)C2=O)cc1	i	i	i	-4	-9.5	i	i	-56	-1	i	0

Compound activity (PubChem)
